Screens (PubChem BioAssay)
IL1B secr inh: inflammasome signaling inhibition, IL-1 beta readout; activity change, % at 57.5 µM; AID 743279; THP-1 LPS/ATP IL-1B secretion, AlphaLISA, 16 h; stronger effect = lower value; 4.7% of 360,000 active; in the data active means activity change below about -50%; inconclusive means mostly about -30% to -49%; further: on the % scale 0 is the no-effect control and ±100 the full control effect
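THP-1 cells pretreated 1 hr with compounds (up to 57.5 uM final), then stimulated with LPS (250 ng/mL final) plus ATP (1.25 mM final); secreted IL-1B measured by AlphaLISA after 16 hr, decreased signal indicating inhibition.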
A549 tox: kills or reduces viability of A549 cells in Nrf2 counter-screen | A549 ARE-Fluc cells, CellTiter-Fluor viability, 18-24 h | Potency, µM (series often up to 46 µM), for inactives: at the top dose activity change, negative = cytotoxicity, actives largely listed as inhibitors | 0.16% of 390,000 active; further: potency means the concentration at half of the fitted maximal effect; on the % scale 0 is the no-effect control and ±100 the full control effect
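A549 ARE_Fluc cells in 5% FBS OPTI-MEM were exposed to compounds in concentration-response for 18-24 h at 37 deg C. Viability was read by CellTiter-Fluor fluorescence (Ex 405/Em 525) after 30 min, before the luciferase read.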
Nrf2 ARE act: activates Nrf2 signaling; AREc32 ARE-luciferase reporter (MCF7-derived line), luminescence, 24 h; Potency, µM (series often up to 46.1 µM), without a hit: at the top dose activation, actives largely listed as activators; 0.31% of 410,000 active; AID 624171; further: potency means the concentration at half of the fitted maximal effect; % of control where 0% means no effect; nearly all actives have a fitted effect of over 65% in size
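Reporter line AREc32 (ARE-Fluc), seeded overnight in OPTI-MEM with 5% FBS; compound pin-transferred, 24 hr at 37 deg C, 5% CO2; luminescent read-out.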
TGFb SMAD3 inh: inhibitors of TGF-b signaling; HepG2 CAGA-GFP TGF-b/SMAD3 reporter, GFP fluorescence, 18 h; TGF-beta stimulated, 500 pg/mL final; Potency, µM (titrated, usually from 46.1 µM), for the others: at the top dose activity, negative = inhibition, actives largely listed as inhibitors; 1.2% of 410,000 active; AID 588855; further: potency means the concentration at half of the fitted maximal effect; on the % scale 0 is the no-effect control and ±100 the full control effect; nearly all actives have a fitted effect of over 65% in size
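First, reporter cells (HEPG2 CAGA-GFP) rested 2 h at 37 degrees C. Next, compounds were pinned in and TGF-beta added to 500 pg/mL final. After 18 h, GFP was imaged per cell and summed per well.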
HepG2 viability: HepG2 cytotoxicity, counter-screen for TGF-b inhibitors; HepG2 CAGA-GFP viability, ATP luminescence, 18 h; Potency, µM (highest dose often 46.1 µM), without a hit: top-dose activity change, negative = cytotoxicity, hits mostly cytotoxic; 0.76% of 410,000 active; further: potency means the concentration at half of the fitted maximal effect; some results filed as inactive show a strong effect at the top dose
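CellTiter-Glo luminescence gave cytotoxicity after 18 hours at 37 degrees C. The cells were HepG2 CAGA-GFP in 1% FBS DMEM, stimulated with 500 pg/mL TGF-beta after compound addition. %Activity was normalised to no-cell wells (complete cell-killing) and DMSO (no toxicity), and curves were fitted and classified.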
Nrf2 block: blocks Nrf2 signaling. A549 ARE-Fluc reporter, luciferase luminescence, 18-24 h. Potency, µM (series often up to 46 µM), inactives show top-dose activity change, negative = inhibition, actives largely listed as inhibitors. AID 504444. 2.1% of 360,000 active; further: potency means the concentration at half of the fitted maximal effect; on the % scale 0 is the no-effect control and ±100 the full control effect; nearly all actives have a fitted effect of over 60% in size
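Concentration-response testing used A549 ARE_Fluc cells at 5000 cells/well. Following an 18-24 h compound incubation, viability was read by fluorescence (Ex 405/Em 525) and luciferase output by luminescence.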
ATXN2 expr inh: reduces ATXN2 reporter expression in HEK-293 cells. 0.72% of 360,000 active. HEK-293 ATXN2-luciferase reporter, luminescence, 24 h. Potency, µM (titrated, usually from 57 µM), without a hit: top-dose activity change, negative = inhibition, usual class: inhibitors; further: potency means the concentration at half of the fitted maximal effect; on the % scale 0 is the no-effect control and ±100 the full control effect; nearly all actives have a fitted effect of over 55% in size
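qHTS (up to 57 uM final) was run with 24 h compound exposure of reporter cells at 37 °C. Each well was multiplexed: SteadyGlo luminescence measured ATXN2-luciferase expression after a fluorogenic Gly-Phe-AFC viability readout (25 uM final).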
ATXN viability: reduces viability in counter-screen for ATXN expression inhibitors; S2 cells (HEK-293 line with an ATXN2-luciferase reporter) viability, CellTiter-Fluor protease fluorescence, 24 h; Potency, µM (series often up to 56.7 µM), most hits filed as cytotoxic; 0.49% of 400,000 active; further: potency means the concentration at half of the fitted maximal effect; nearly all actives have a fitted effect of over 40% in size
MCF10A rerep: induces DNA re-replication in MCF 10a normal breast cells. 2.9% of 350,000 active. MCF 10A DNA re-replication, Hoechst nuclear intensity, 48 h. Potency, µM (top dose mostly 46.1 µM), for inactives: at the highest dose activity, positive = re-replication, hits mostly activators; further: potency means the concentration at half of the fitted maximal effect; % of control where 0% means no effect; nearly all actives have a fitted effect of over 50% in size
Numbers without * were called inactive; i = inactive; ? = inconclusive; . = no result given; & = joins results of further samples; [ ] = remark or other dose. Unless noted, the call rests on the fitted dose curve; in most records, active means well fitted curve in the direction sought with a large enough effect; inconclusive means small, poorly fitted or top-dose-only effect, or another doubt; inactive means no such curve, though single readings can be large; an effect the other way counts as inactive or inconclusive. Random draw from the library; any-hit rate near 8.8%.

SMILES | IL1B secr inh | A549 tox | Nrf2 ARE act | TGFb SMAD3 inh | HepG2 viability | Nrf2 block | ATXN2 expr inh | ATXN viability | MCF10A rerep
COc1ccc(S(=O)(=O)N(C(=O)c2ccncc2)c2ccc3oc(C)c(C(C)=O)c3c2)cc1 | . | 0.0% | 0.5% | ? | -24.6% | 5.8µM* | . | . | .
COc1cc(C(CC(=O)N2CCCC2)c2c(OC)cc(OC)c3c(-c4ccccc4)cc(=O)oc23)cc(OC)c1OC (stereo unspecified) | ? | ? | 6.4% | ? | -31.2%&-3.7% | ? | 0.0% | ? | ?
NC(=O)C1CCN(C(=O)CCC(=O)N2CCOc3ccc(Cl)cc32)CC1 | -8.2 | -1.6% | 0.3% | -11.8% | 2.0% | 4.8% | 7.5% | i | -0.4%
CC(C)c1ccc(CNc2ccc3c(c2)ncn3C)cc1 | 0.0 | -10.1% | -0.2% | ? | -32.3% | -10.6% | 31.2% | i | 7.9%
CCn1c(=O)c2ccccc2n(CC(=O)NC2CCCCC2)c1=O | 25.0 | 5.2% | -0.6% | -18.2% | -8.1% | 1.8% | -2.1% | i | -5.4%
CCCc1ccc2oc(C(=O)N(C)CCn3ccnc3C)c(C)c2c1 | 9.2 | 1.9% | 7.1% | ? | -42.1% | 3.5% | . | ? | -5.7%
Cc1c(C(=O)Nc2ccccc2F)sc2ncnc(N(C)C3CCCCC3)c12 | . | -4.0% | 0.8% | -17.3% | -20.7% | . | 4.2% | i | .
CCOC(=O)c1c(C)[nH]c(C)c1S(=O)(=O)N(C)CC(=O)NCc1ccc(C)cc1 | 46.5 | 1.6%&-2.5% | -0.1%&0.1% | ? | 6.3%&0.1% | ? | 3.9%&4.8% | i | -2.8%
O=c1c2ccccc2[nH]c(=S)n1CCCN1CCN(C2CCCCC2)CC1 | -5.8 | -14.2% | -0.6% | 14.8% | -7.8% | . | -0.3% | ? | ?
CCCc1cc(=O)[nH]c(SCC(=O)Nc2cccc3ccccc23)n1 | 43.1 | -17.3% | -0.3% | 11.0% | -0.9% | ? | 4.5% | i | 9.1%
COc1cccc(NC(=O)Cn2c3ccc(F)cc3c3nc4n(c(=O)c32)CCCS4)c1 | 56.7 | -16.9% | -0.6% | -3.0% | -5.2% | ? | 1.2% | ? | 12.6%
COc1cc(CCC(C)=O)ccc1OC(=O)c1c(F)cccc1Cl | 4.4 | -0.3% | 4.1% | -8.4% | -168.0% | ? | 79.1%[activator] | i | -4.5%
Cc1ccc(C2(c3ccc(C)cc3)CC2C(=O)NC(C)C)cc1 (stereo unspecified) | -10.2 | -7.9% | 0.0% | 22.4% | -2.0% | ? | -30.3% | i | 16.4%
Cc1ccc(-c2c(C)n([O-])c3c([n+]2=O)CCCC3)o1 | ? | 1.8% | 0.7% | 31.9%[activator] | 6.9% | . | 38.9% | i | -1.1%
CCc1c2ccccc2nn1-c1ccccc1C(=O)C(C)=O | -4.5 | -1.5% | -0.9% | -9.9% | 0.2% | 9.8% | -9.2% | i | 1.7%
CN(C(=O)CSc1nnc(-c2cccs2)o1)C1CCS(=O)(=O)C1 (stereo unspecified) | -6.0 | 7.1% | 1.6% | -8.4% | -7.3% | 21.5% | 15.3% | i | -5.8%
CCOC(=O)C1C(c2cccc([N+](=O)[O-])c2)C2C(=O)NN=C2CC1(C)O (stereo unspecified) | -19.7 | -0.3% | -0.2% | 0.8% | 10.1% | 0.8% | -1.0% | i | 1.3%
O=C(Nc1ccc(CN2CCOCC2)cc1)c1ccc(Cl)cc1 | -13.8 | -18.4% | 4.4% | ? | -25.3% | ? | . | i | 14.1%
O=C(COc1ccccc1)NNC(=O)c1cccs1 | -4.5 | 5.4% | -1.0% | 6.7% | 13.6% | 3.5% | . | i | -3.5%
COc1ccc(C(=O)NNC(=S)NC(=O)c2ccco2)cc1 | 122.5 | -0.6% | 0.4% | -2.2% | -15.8% | ? | ? | i | 12.6%
Cc1ccc(C(=O)Nc2ccsc2C(=O)O)cc1 | -27.6 | 1.9% | -0.2% | -6.0% | -54.8% | ? | . | i | -6.4%
CC(C)(C)NC(=S)N1CCC(C(=O)c2ccc(Cl)cc2)CC1 | -6.2 | 0.3% | -0.7% | 0.1% | -6.2% | -11.8% | -19.3% | ? | 0.3%

Profiles from above. Order of values: IL1B secr inh	A549 tox	Nrf2 ARE act	TGFb SMAD3 inh	HepG2 viability	Nrf2 block	ATXN2 expr inh	ATXN viability	MCF10A rerep
`O=C(Nc1ccc(CN2CCOCC2)cc1)c1ccc(Cl)cc1` is listed with -13.8	-18.4%	4.4%	?	-25.3%	?	.	i	14.1%
`COc1ccc(S(=O)(=O)N(C(=O)c2ccncc2)c2ccc3oc(C)c(C(C)=O)c3c2)cc1` is listed with .	0.0%	0.5%	?	-24.6%	5.8µM*	.	.	.
`O=C(COc1ccccc1)NNC(=O)c1cccs1` is listed with -4.5	5.4%	-1.0%	6.7%	13.6%	3.5%	.	i	-3.5%

Only HepG2 viability and Nrf2 block, for three of the compounds above:
Molecule	HepG2 viability	Nrf2 block
CCCc1cc(=O)[nH]c(SCC(=O)Nc2cccc3ccccc23)n1	-0.9%	?
COc1cccc(NC(=O)Cn2c3ccc(F)cc3c3nc4n(c(=O)c32)CCCS4)c1	-5.2%	?
COc1cc(CCC(C)=O)ccc1OC(=O)c1c(F)cccc1Cl	-168.0%	?

Copied from the list.
IL1B secr inh with NC(=O)C1CCN(C(=O)CCC(=O)N2CCOc3ccc(Cl)cc32)CC1 : -8.2
TGFb SMAD3 inh with CC(C)(C)NC(=S)N1CCC(C(=O)c2ccc(Cl)cc2)CC1 : 0.1%
IL1B secr inh with CCOC(=O)c1c(C)[nH]c(C)c1S(=O)(=O)N(C)CC(=O)NCc1ccc(C)cc1 : 46.5
